HTR5A inv ctr = HTR5A inverse agonism, opioid heterodimer counter-screen. P47898. HTR5A cell line, luminescence. actives 0.083% (n = 340,000). inhibition, % at 9.3 µM; in the data active = inhibition mostly above about 23%, no sharp cut-off; inactive = mostly below about 18%;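 note: 0% = cells with DMSO and 100% = no-cell wells with DMSO; some compounds called inactive have numbers as strong as hits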
Target sequence (P47898 whole entry, looked up): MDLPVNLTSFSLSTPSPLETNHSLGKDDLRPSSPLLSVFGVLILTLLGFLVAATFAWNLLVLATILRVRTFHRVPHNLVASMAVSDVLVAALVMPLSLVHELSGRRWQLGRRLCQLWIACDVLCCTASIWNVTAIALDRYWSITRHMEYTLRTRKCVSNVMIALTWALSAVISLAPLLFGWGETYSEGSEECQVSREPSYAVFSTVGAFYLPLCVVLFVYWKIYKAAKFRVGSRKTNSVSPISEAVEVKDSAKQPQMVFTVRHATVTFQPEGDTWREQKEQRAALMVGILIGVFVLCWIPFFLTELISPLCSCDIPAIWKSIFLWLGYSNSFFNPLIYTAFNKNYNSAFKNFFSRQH
AddAB inh = less growth of phage-infected E. coli with AddAB; E. coli expressing H. pylori AddAB, absorbance growth; inhibition, % at 11.9 µM; actives 0.29% (n = 330,000); in the data active = inhibition above about 12%;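 note: 0% = vehicle wells of infected cells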
Tat export inh = inhibitors of E. coli Tat protein transport; E. coli MC4100 TorA-mCherry Tat export, fluorescence; actives 0.036% (n = 340,000); inhibition, % at 10 µM;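 active = mean replicate inhibition at least 50% and at least half of replicates individually reaching 50%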;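 note: exported cargo escapes ClpAP degradation while cytoplasmic cargo is degraded and loses fluorescence; 0% = median of neutral control wells and 100% = median of NaSCN control wells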
PKA-R1A act = PKA-R1A complex activation | P00514+P68181 | PKA-R1A dissociation, Cy5-IP20 fluorescence polarization; scaled: DMSO 0%, 113 µM cGMP 100% | activation, % at 11.4 µM | actives 0.083% (n = 340,000);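 active = percent activation above the mean of all tested compounds plus 3 SD, cut at about 19% in these data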;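 note: higher means more PKAc released from R1A so a rise in polarization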
DAGLB inhibitor = blocks human DAGLB lipase activity; Q8NCG7; actives 0.059% (n = 340,000); HEK293T DAGLB membrane lysate, EnzChek fluorogenic substrate; inhibition, % at 5.17 µM; in the data active = inhibition above about 34%;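 note: 0% = enzyme with vehicle and 100% = wells lacking enzyme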
SUMO Mot1 rescue = blocks SUMOylation pathway, rescuing yeast Mot1-301 growth; actives 1% (n = 320,000); growth rescue, % at 18.8 µM; S. cerevisiae Mot1-301 growth rescue, ATP luminescence, 38.5C; percent above DMSO median, 100 means doubled; AID 2716;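 active = every valid replicate shows activation above 250% relative to neutral control wells; inactive = the rest, any valid replicate at or below 250%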;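 note: OY570 slx delta 5 strain wells were the positive control but not used for scaling; some compounds called inactive have numbers as strong as hits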
Ecoli viability = counter-screen for AddAB inhibitors: E. coli growth inhibition | inhibition, % at 11.9 µM | actives 0.27% (n = 330,000) | E. coli V3065 growth, OD600 absorbance, 18 h;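 active = inhibition above the campaign's mean inhibition across all tested compounds plus 3 SD, cut at about 9.9% in these data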;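 note: uninfected addAB+ strain grown without phage in ampicillin broth; 0% = DMSO wells and 100% = ciprofloxacin 0.95 µg/ml wells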
HTR5A ag ctr = activates human HTR5A in OPRM1-OPRD1 agonist counter-screen. activation, % at 9.3 µM. actives 0.61% (n = 340,000). HTR5A agonist assay, luminescence, cell-based. P47898. AID 504692; in the data active = activation mostly above about 9.5%, no sharp cut-off; inactive = mostly below about 7.6%;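 note: 0% = cells with vehicle only and 100% = reference agonist; strong numbers were not always called active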
PKA-R2B act = activates the human PKA-R2B holoenzyme complex; P22694+P31323; PKA-R2B holoenzyme dissociation, Cy5-IP20 fluorescence polarization; R2B truncated from residue 108, S112A mutant; 0% DMSO only, 100% 113 µM cGMP; activation, % at 11.4 µM; actives 0.079% (n = 340,000);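 active = activation above a cutoff set at the mean over all compounds plus 3 SD, cut at about 18% in these data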;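 note: higher means more holoenzyme dissociation and a rise in polarization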
Target sequence (P31323 whole entry, looked up, other chains not shown, the tested form may be a part): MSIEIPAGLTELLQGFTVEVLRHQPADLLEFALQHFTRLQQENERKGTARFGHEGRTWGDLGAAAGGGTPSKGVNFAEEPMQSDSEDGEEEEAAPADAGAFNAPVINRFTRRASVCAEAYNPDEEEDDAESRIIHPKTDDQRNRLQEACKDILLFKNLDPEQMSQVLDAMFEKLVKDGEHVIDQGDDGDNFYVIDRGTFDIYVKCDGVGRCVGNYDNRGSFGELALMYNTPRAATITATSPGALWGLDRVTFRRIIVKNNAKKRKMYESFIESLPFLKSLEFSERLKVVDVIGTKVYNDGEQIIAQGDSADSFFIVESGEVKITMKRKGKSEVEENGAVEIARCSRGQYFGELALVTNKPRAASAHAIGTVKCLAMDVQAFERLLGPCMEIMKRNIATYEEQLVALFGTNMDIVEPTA
CDK5 p35 inh = inhibitors of human CDK5/p35 kinase | Recombinant CDK5/p35, ADP-Glo luminescence, 60 min | Q00535+Q15078 | inhibition, % at 10 µM | actives 0.01% (n = 330,000);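 active = highest replicate inhibition of at least 50% and at least 75% of replicates reaching 50%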;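 note: plate controls were DMSO neutral control for no effect and GW8510 at 10 µM for full effect; many of its hits are not listed in these tables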
phage Ecoli inh = E. coli growth loss with phage present; growth absorbance; inhibition, % at 11.9 µM; actives 0.26% (n = 360,000); AID 651602; in the data active = inhibition above about 11%
* marks the source's active call; other numbers are inactive results; i = inactive; . = not tested or not shown.

Each structure is followed by: HTR5A inv ctr, AddAB inh, Tat export inh, PKA-R1A act, DAGLB inhibitor, SUMO Mot1 rescue, Ecoli viability, HTR5A ag ctr, PKA-R2B act, CDK5 p35 inh, phage Ecoli inh
> CCN(C(=O)C1CCN(c2nc(-c3ccc(OC)cc3)no2)CC1)c1ccc(OC)cc1
  -31, -2.0, 5, -11, 1, 12, 0.3, 10, -4, 0.1, 2.4
> Cc1ccc(C2/C(=C(/O)c3ccccc3)C(=O)C(=O)N2CCN2CCOCC2)o1 (stereo unspecified)
  -3, -1.6, -8, -5, 0, -2, 1.2, -3, 6, 0.1, 3.2
> O=C(CCCN1C(=O)c2ccccc2C1=O)Nc1ccc(Br)cn1
  -4, 0.8, -2, -6, 0, 7, 1.5, 2, 6, -1.2, 2.0
> CCc1cc2c(=O)n(Cc3ccco3)c(SCC(=O)N3CCCc4ccccc43)nc2s1
  -7, -1.8, 19, -7, -3, 52, -0.2, 1, -9, -1.6, 2.1
> CN(C(=O)CSc1nc(-c2cccs2)nc2ccccc12)C1CCS(=O)(=O)C1 (stereo unspecified)
  2, -0.8, -4, 2, -2, 50, -1.6, 0, -12, -0.9, 3.2
> O=C(Nc1cccc(S(=O)(=O)N2CCOCC2)c1)c1cccc(S(=O)(=O)N2CCCC2)c1
  -7, ., 0, -19, -1, ., ., 3, -13, -0.6, 0.1
> CC1N(C(=O)N2CCOCC2)CCN1S(=O)(=O)c1cccc(C(F)(F)F)c1 (stereo unspecified)
  -7, 2.0, 4, -9, 0, -15, -0.9, 2, 2, -0.4, 1.2
> COc1ccc(Cn2nnnc2C(CC(C)C)N2CCN(c3ccccc3)CC2)cc1 (stereo unspecified)
  -4, -0.1, 5, 8, -11, 28, 0.2, 10, -3, -5.0, 1.8
> O=C(NC1CCC(O)CC1)c1ccc(NS(=O)(=O)c2cccc([N+](=O)[O-])c2)cc1 (stereo unspecified)
  2, 2.1, -9, -3, 2, 25, 0.3, -1, -3, 0.8, 0.5
> O=C(NCc1ccccc1)C1CCCN1C(=O)Nc1ccccc1[N+](=O)[O-] (stereo unspecified)
  -5, ., -7, -5, 1, 2, ., 1, -7, 0.3, 0.9
> Cc1cc(CN(C)Cc2cn(C)nc2-c2ccc(Oc3ccccc3)cc2)on1
  9, -0.9, 7, 1, -6, 14, 0.8, -1, 7, -1.6, 1.4
> O=C(CCC(=O)Nc1cc(C(F)(F)F)ccc1Cl)N/N=C\c1cc([N+](=O)[O-])ccc1O
  1, -1.6, -2, -8, 8, 0, -1.9, 0, 0, -0.2, 0.2
> Cn1c(N)c(C(=O)COC(=O)c2cccs2)c(=O)n(C)c1=O
  5, 1.3, -9, -7, -2, -25, 0.5, -1, -6, 1.0, 2.4
> Cc1nc(NC(=O)COC(=O)C(NC(=O)c2ccco2)C(C)C)c(Cl)cc1Cl (stereo unspecified)
  -25, -3.4, 4, 8, -3, 10, -2.9, 0, 10, 1.7, 2.5
> CCC(=O)NC(Nc1cc(C)ccn1)(C(F)(F)F)C(F)(F)F
  -45, 0.6, -4, -2, 0, 1, 2.0, 3, -8, 0.2, 1.6
> Cc1ccc(SC[C@H](CC(C)C)N2CCN(CCc3ccccc3)CCC2=O)cc1
  -1, ., 9, 0, -40, ., ., 0, -11, -0.8, 0.6
> CCOC(=O)c1ccc(NC(=S)Nc2ccc(Cl)cn2)cc1
  8, -2.2, 11, -10, -2, 7, -1.5, 5, 7, 2.9, 0.0
> Cc1ccc(-n2ncc3c2CC(C)(C)CC3NC(=O)CCCN2CCCCC2=O)cc1 (stereo unspecified)
  5, 0.0, -10, -6, -2, 11, 0.6, -7, -2, 0.3, 0.7
> CCN(CC(=O)Nc1cc(S(=O)(=O)N2CCOCC2)ccc1Cl)Cc1ccccc1
  6, 0.3, 9, 4, -4, -12, 0.5, 0, -2, -0.1, 3.2
> Clc1ccc(Cn2ccc(-c3ccc4c(c3)OCO4)n2)cc1Cl
  -10, 2.7, 0, 1, -8, 4, 3.9, 4, -5, -1.2, 5.4
> CN(C)c1nc(NC(C)(C)C)nc(NC(C)(C)C)n1
  14, 4.1, 8, -7, -3, 2, -2.0, -6, -1, -0.9, -1.8
> COc1ccc(CCc2cc(OC)cc(=O)o2)cc1
  7, 2.7, -3, 8, -3, -12, -0.2, -1, 1, -2.1, 2.9
> COc1cc(/C=C2/SC(=S)N(CC(=O)NC(C)(C)C)C2=O)cc(OC)c1OC
  17, 2.4, 6, -11, -2, 0, -0.3, 2, -9, 1.6, 5.6
> CCOC1=NN(c2ccc(Cl)cc2)C(=O)/C1=C\N(C)C
  20, -0.1, -8, -3, 3, 14, 1.1, -5, -7, -9.3, 1.8
> CCOP(=O)(OCC)C(NC(=O)C(F)(F)F)c1ccccc1 (stereo unspecified)
  -4, 4.9, 3, 8, -1, 4, -1.0, 0, 3, -1.0, 2.5
> O=C1[C@@H](Oc2ccccc2)[C@@H](c2ccncc2)N1c1ccccc1
  5, -0.2, -5, -6, 0, ., 0.9, -1, -4, -2.7, 2.0
> COc1cc(/C=C2\CC/C(=C\c3cc(OC)c(O)c(OC)c3)C2=O)cc(OC)c1O
  -22, 2.9, 2, -8, 3, 6, -1.1, 6, 4, 0.8, 3.2
> COc1ccc(S(=O)(=O)N2CCC3(CC2)OCCN3S(=O)(=O)c2c(C)cc(C)cc2C)cc1
  10, -1.0, 8, -9, -7, 2, 1.1, -1, -4, -4.6, 3.5
> COC(=O)CNc1n[nH]c(=S)[nH]c1=O
  -6, 3.2, -5, -9, 0, -19, -1.8, -1, -9, 1.1, 2.1
> CCn1ncc(CN2CCCC(C(=O)Nc3cccc(-c4cc5ccccc5[nH]4)c3)C2)c1C (stereo unspecified)
  -8, 1.3, 8, -4, 2, -5, -1.4, 3, 0, -2.5, 1.0
> CC[C@@H](C)C(C(=O)N1CCN(C(=O)OC(C)(C)C)CC1)n1cc(-c2cn([C@@H](C)C(=O)N3CCN(C(=O)OC(C)(C)C)CC3)nn2)nn1 (stereo partly specified)
  3, 1.6, 6, 9, -3, 4, -2.4, 0, -3, -0.3, 2.3
> O=C(CN1CCN(CC(=O)Nc2ccccc2Cl)CC1)NCC1(N2CCOCC2)CCCCC1
  -6, ., 2, -4, 3, ., ., 4, -1, -0.9, 2.7
> O=C(NNC(=O)c1ccccn1)c1ccc(OC(F)F)cc1
  -10, -4.2, -5, -9, 5, -12, -7.4, 4, 9, 1.3, -0.2
> Cc1ccccc1NCC(=O)N/N=C/c1c(C)c(C(=O)c2ccc(Cl)cc2)n2ccccc12
  -2, -2.1, 9, 1, 1, 10, -1.1, 5, -4, 0.0, 4.5
> Cc1ccc(NC(=O)CSC2=C(C#N)C(c3ccco3)C3=C(CC(C)(C)CC3=O)N2)cc1 (stereo unspecified)
  3, -1.2, 1, -5, -18, 6, -0.7, -2, -6, 1.4, 3.6
> COc1ccc(S(=O)(=O)N2CCCC2)cc1Br
  -1, -1.4, -4, 8, 1, -5, 0.5, 0, -7, -1.0, 3.3
> Cc1ccccc1C1CCCN(Cc2nc(CC3CC3)no2)C1 (stereo unspecified)
  -31, 4.0, 4, -6, -6, 2, 1.8, -4, 0, -0.7, 1.7
> Cn1cc([N+](=O)[O-])c(C(=O)Nc2cnn(Cc3ccc(F)cc3)c2)n1
  -7, 0.7, -6, -12, 2, -8, -1.6, 4, 7, 0.5, 3.4
> O=C(O)c1cccc(Cn2c(Cl)c(/C=N/NC(=O)c3ccccc3O)sc2=O)c1
  3, 0.5, 1, 1, 3, -11, 0.0, 6, 0, 0.1, 1.1
> CC(C)(C)c1ccc(C(=O)NCC(=O)N2CCC3(CC2)NCCc2[nH]cnc23)cc1
  4, 2.5, -4, -12, -1, 16, -0.9, -1, 2, -1.6, 1.6
> CSc1ccccc1NC(=O)C1CCN(S(C)(=O)=O)CC1
  3, 5.2, 1, -6, -1, 12, 2.9, -1, -2, 0.1, -1.0
> O=C(Cc1csc(-c2ccc(Cl)cc2)n1)Nc1cccc(S(=O)(=O)NC2=NCCC2)c1
  -14, 1.0, -1, 4, 1, -11, -1.6, 5, 0, 0.8, -0.6
> CCOc1cc(C(=O)N(C)c2ccccc2)cc(OCC)c1OCC
  -12, -0.9, 0, 11, -1, ., -0.6, -3, -11, -0.4, 0.3
> CCCCCCCC(=O)NNC(=O)c1ccc([N+](=O)[O-])cc1
  -6, 0.8, -8, -12, 1, -10, -0.9, 0, 1, -1.2, 1.4
> CC(C)C[C@H](NC(=O)c1nc[nH]c1C(=O)NCCCCCNC(=O)OC(C)(C)C)C(=O)OCc1ccccc1
  -48, 1.3, 17, -2, -7, 6, -2.8, 8, 1, 2.2, 3.2
> CC(C)Cn1c(N)c(C(=O)NCC2CCCO2)c2nc3ccccc3nc21 (stereo unspecified)
  11, 2.5, 7, -18, -11, i, -3.3, -4, -13, 0.8, 1.4
> COc1ccc(C2CC(c3ccc(OC)cc3OC(C)=O)=NN2C(=O)c2ccccc2)cc1 (stereo unspecified)
  -15, -0.2, -2, -8, -3, 21, -0.8, 4, 0, -0.6, 1.5
> Cc1ccsc1C(=O)OCC(=O)Nc1c(Cl)cccc1C(F)(F)F
  15, 1.9, 1, -3, -2, 10, 0.0, 1, 1, -0.2, 3.0
> O=C(NNC(=O)c1ccc(Cl)cc1Cl)c1ccc2ccccc2c1
  -10, ., 2, -7, -2, ., ., 3, -3, -0.2, 3.3
> CCc1ccc(-c2nc(CN3CCC(C(=O)NCc4ccc(F)cc4)CC3)c(C)o2)cc1
  12, -0.5, 9, 1, 2, -7, -0.1, -5, 3, -0.3, 0.9

(continued)
Each structure is followed by: HTR5A inv ctr, AddAB inh, Tat export inh, PKA-R1A act, DAGLB inhibitor, SUMO Mot1 rescue, Ecoli viability, HTR5A ag ctr, PKA-R2B act, CDK5 p35 inh, phage Ecoli inh
> COc1ccc(C(=O)c2sc(Nc3ccccc3F)nc2N)cc1
  7, 0.6, -4, 5, 2, -15, -0.4, -2, 10, 25, 3.7
> O=C(Nc1cccc(-c2cccc(Cl)c2)c1)C1CCN(Cc2ccon2)CC1
  -16, -0.6, 5, -9, -7, 10, -2.1, 4, 0, -2.1, 1.0
> CCn1ncc(/C=N\NC(=O)c2cc(-c3ccc(C)cc3C)nc3ccccc23)c1C
  -4, -0.9, -5, 5, -2, -1, 1.1, 0, -6, 0.4, -0.8
> COC(/C=C/Nc1ccc(C)cc1)=C(C#N)C#N
  19, 0.3, -2, -7, 2, 45, -4.1, -8, -7, 0.7, 2.8
> C=C1CCN([C@@H](Cc2ccccc2)C(=O)O)S(=O)(=O)c2ccccc21
  -18, 1.3, 4, -7, -2, 22, -0.5, 0, -8, 1.3, 0.9
> COc1ccc(F)c(CN(C)CC2CCCN(CCc3ccc(F)cc3)C2)c1 (stereo unspecified)
  -19, 0.3, 2, 1, -4, 185, -2.5, -6, -4, 0.6, 1.3
> NC(=O)COC(=O)c1cccnc1Nc1ccccc1F
  3, 1.3, -2, -11, -1, ., 2.1, -1, -4, 0.3, 2.3
> C=CCn1c(SCC(=O)Nc2c(C)n(C)n(-c3ccccc3)c2=O)nc2scc(-c3ccccc3)c2c1=O
  -11, -0.1, -5, 7, -5, -1, -1.3, -1, 0, 0.8, 3.9
> CN(C)S(=O)(=O)c1ccc(C(=O)NNc2nc(-c3ccccc3)c3cc(Br)ccc3n2)cc1
  21, -0.7, 3, -7, -7, -7, -2.2, -9, -6, 0.5, 2.5
